From PubChem
Gli-Sufu antag = Gli-Sufu pathway antagonists, primary screen, luciferase luminescence, Sufu-KO-LIGHT cells, uHTS; Sufu-KO-LIGHT fibroblasts, Gli luciferase reporter luminescence; inhibition, % at 5 µM; 0.74% of 340,000 active;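 active means inhibition above about 55%, limit read from the data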;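 further: 0% = DMSO-treated cells and 100% = wells with medium but no cells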
APJ agonist = agonists of human apelin receptor APJ, primary screen, CHO-K1 cells, PathHunter beta-arrestin, luminescence; 0% DMSO wells, 100% apelin; 0.11% of 330,000 active; activation, % at 20 µM;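 active means activation more than six SD over the plate average, tested at 20 µM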;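 further: 0% = DMSO alone and 100% = apelin-13 at 10 nM; some results filed as inactive read as strong as hits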
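Assay system: engineered CHO-K1 APJ arrestin reporter cells; Amount: 1000 CHO-K1 reporter cells seeded per well; Dosing: one dose, 20 µM compound, 1% DMSO; Times: compound stimulation 90 min at 25 °C, detection 60 min; Measured by: luminescent beta-gal fragment complementation, chemiluminescent substrate; Read-out: APJ–arrestin association signal; Controls: DMSO vs Apelin-13 10 nM.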
UBC13 inh = UBC13 polyubiquitin chain formation inhibitors, primary screen, biochemical, TR-FRET, uHTS; inhibition, % at 20 µM; 0.47% of 330,000 active; in the data active means inhibition above about 45%, passing the limit was not always enough
Target sequence (P61088 whole entry, looked up): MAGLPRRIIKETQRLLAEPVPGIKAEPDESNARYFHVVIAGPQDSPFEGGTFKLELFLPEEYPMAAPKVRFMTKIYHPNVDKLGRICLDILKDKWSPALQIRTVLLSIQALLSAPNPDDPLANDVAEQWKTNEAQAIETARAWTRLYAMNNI
CXCR6 inh = CXCR6 receptor inhibitors, primary screen, cell-based, beta-arrestin, luminescence, CHO-K1 PathHunter, 1536-well; inhibition, % at 20 µM; 0.36% of 360,000 active; AID 602244, 2012; in the data active means inhibition above about 34%, passing the limit was not always enough;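 further: antagonist mode with CXCL16 agonist at 10 nM final; 0% = 10 nM CXCL16 with DMSO and 100% = unstimulated wells without agonist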
Target sequence (O00574 whole entry, looked up): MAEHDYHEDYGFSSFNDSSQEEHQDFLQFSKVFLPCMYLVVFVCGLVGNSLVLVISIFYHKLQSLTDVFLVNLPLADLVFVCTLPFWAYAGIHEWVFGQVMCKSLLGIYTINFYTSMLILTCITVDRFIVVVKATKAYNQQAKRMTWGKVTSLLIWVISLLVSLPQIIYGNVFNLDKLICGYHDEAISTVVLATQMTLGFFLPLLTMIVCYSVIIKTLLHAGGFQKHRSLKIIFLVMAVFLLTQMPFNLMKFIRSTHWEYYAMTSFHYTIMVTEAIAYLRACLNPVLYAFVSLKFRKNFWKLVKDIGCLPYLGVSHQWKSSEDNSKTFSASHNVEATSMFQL
APJ antag = antagonists of human apelin receptor APJ, primary screen, CHO-K1 cells, beta-arrestin complementation, luminescence; inhibition, % at 20 µM; 0.32% of 330,000 active;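 active means inhibition above about 40% at 20 µM, limit read from the data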;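 further: cells challenged with 10 nM apelin-13 agonist together with compound; plate controls were apelin-13 plus DMSO wells for no effect and DMSO wells lacking apelin-13 for full effect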
CCR6 antagonist = CCR6 receptor antagonists, primary screen, cell-based, CHO-K1, luminescence, beta-arrestin, uHTS; CHO-K1 CCR6 PathHunter beta-arrestin, CCL20-stimulated; inhibition, % at 20 µM; 0.49% of 340,000 active; AID 493098, 2011;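 active means compounds whose inhibition of the agonist-driven luminescence signal at 20 µM reaches about 50%, limit read from the data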;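 further: cells stimulated with CCL20 at 14 nM final; plate controls were DMSO with CCL20 for no effect and DMSO without agonist for full effect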
Target sequence (P51684 whole entry, looked up): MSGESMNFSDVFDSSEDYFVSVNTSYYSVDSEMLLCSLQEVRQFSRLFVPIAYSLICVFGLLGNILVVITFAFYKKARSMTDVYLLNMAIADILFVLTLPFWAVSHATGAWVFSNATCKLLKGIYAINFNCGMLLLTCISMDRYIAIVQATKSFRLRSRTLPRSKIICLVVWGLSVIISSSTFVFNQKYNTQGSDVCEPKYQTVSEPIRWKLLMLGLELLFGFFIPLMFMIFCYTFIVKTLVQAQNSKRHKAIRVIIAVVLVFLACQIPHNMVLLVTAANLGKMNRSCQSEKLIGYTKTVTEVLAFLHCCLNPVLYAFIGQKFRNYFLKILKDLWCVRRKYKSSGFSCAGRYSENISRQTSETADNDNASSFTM
EBI2 antag = EBI2 receptor antagonists, beta-arrestin recruitment, primary screen, cell-based, luminescence, 7a,25-OHC stimulation, uHTS; G-protein coupled receptor 183 (Homo sapiens), P32249; 7a,25-OHC stimulated; inhibition, % at 5 µM; 0.81% of 360,000 active; in the data active means inhibition above about 38%;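 further: enzyme fragment complementation signal reports receptor beta-arrestin coupling in cells; 0% = agonist plus DMSO wells and 100% = wells without agonist; some results beyond the cut were filed as inactive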
ATG4B inh = ATG4B protease inhibitors, primary screen, biochemical, fluorescence, uHTS; Cysteine protease ATG4B (Homo sapiens), Q9Y4P1; ATG4B cleavage of LC3-PLA2, NBD-HPC fluorescence, 1 h; inhibition, % at 8.33 µM; 0.51% of 340,000 active; in the data active means inhibition above about 40%
An asterisk follows results filed as active.

| no. | mol | CCR6 antagonist | APJ agonist | ATG4B inh | CXCR6 inh | UBC13 inh | EBI2 antag | APJ antag | Gli-Sufu antag |
| --- | --- | --- | --- | --- | --- | --- | --- | --- | --- |
| 1 | CC1(C)SC2c3ccccc3C(=O)N2[C@@H]1C(=O)NCCCN1CCOCC1 (stereo partly drawn) | -0.2 | 0.5 | -2.5 | -0.7 | 2.4 | -6.4 | -6.2 | 7.8 |
| 2 | COc1ccc(NC(=O)O/N=C2/CCCc3ccc(OC)cc32)cc1 | 15.8 | -1.1 | -0.5 | 2.0 | 1.1 | -0.2 | -7.9 | 18.9 |
| 3 | COCCN(CCOC)S(=O)(=O)c1ccc(C(=O)Nc2nnc(COC)o2)cc1 | 4.4 | -3.6 | -12.2 | -0.8 | -2.1 | -18.9 | 2.9 | -3.4 |
| 4 | COCCN(C(=O)CSc1nnc(C)n1Cc1ccccc1)c1c(N)n(Cc2ccccc2)c(=O)[nH]c1=O | -7.3 | -3.8 | -0.3 | 0.9 | -5.7 | -9.2 | 6.3 | -0.8 |
| 5 | O=C(c1ccc(Cn2c(=S)[nH]c3ccc(Br)cc3c2=O)cc1)N1CCN(C2CCCCC2)CC1 | -14.8 | -1.1 | -5.2 | 2.6 | 38.3 | -3.2 | -3.1 | -1.3 |
| 6 | COC(=O)c1c(C(=O)OC)c2n(c1C)CCS2 | 0.0 | 0.6 | -3.7 | 7.6 | 2.3 | -6.4 | 9.5 | 1.6 |
| 7 | CCOC(=O)N1CCN(S(=O)(=O)c2ccc(F)cc2)CC1 | 0.7 | -3.1 | -9.3 | 5.7 | -12.5 | -18.4 | -17.3 | 3.3 |
| 8 | Cc1cccc(/C=C(\C#N)C(=O)Nc2ccccn2)c1 | 0.4 | -0.1 | -2.3 | 9.4 | 8.4 | -0.2 | -4.1 | -5.1 |
| 9 | O=C(CSc1ccc(S(=O)(=O)N2CCCCC2)cn1)Nc1ccccc1Br | 17.9 | -2.3 | -17.4 | -6.4 | 7.8 | 5.2 | -16.8 | 4.5 |
| 10 | CCCCNS(=O)(=O)c1ccc2nc(SCC(=O)N3CC(C)OC(C)C3)[nH]c2c1 (stereo not drawn) | -6.4 | -3.4 | -7.7 | -5.1 | 0.1 | 2.3 | 3.9 | 0.6 |
| 11 | CC12CCC(C/C1=N/NC(=O)Nc1ccccc1)C2(C)C (stereo not drawn) | 6.1 | -0.9 | -1.3 | -4.6 | -14.4 | 10.5 | -12.2 | -16.8 |
| 12 | CC(C(=O)N1CCN(C)CC1)N1C(=O)c2ccccc2C1=O (stereo not drawn) | -3.5 | 0.6 | -14.2 | 0.7 | -6.2 | 5.0 | 5.9 | -3.5 |
| 13 | COc1ccccc1CN1CCNC(=O)C1CC(=O)NCc1c(C)n[nH]c1C (stereo not drawn) | -15.6 | -2.2 | 21.4 | -1.5 | 3.1 | -1.5 | -11.9 | 1.1 |
| 14 | COc1cccc(CNn2c(-c3cccc(C)c3)nc3ccccc3c2=O)c1O | 4.2 | -0.2 | 2.8 | 8.3 | 4.9 | 4.0 | 8.3 | -28.3 |
| 15 | CCOC(=O)c1cnc2c(OC)cccc2c1N1CCN(c2ccccn2)CC1 | 3.5 | 4.5 | -8.3 | -6.6 | -12.0 | 23.8 | -3.8 | 42.5 |
| 16 | CCOc1ccc(CCNC(=O)COC(=O)CCS(=O)(=O)c2ccc(C)cc2)cc1OCC | 1.5 | -5.6 | -3.0 | 3.5 | -0.4 | 3.8 | 12.4 | -13.1 |
| 17 | Cc1ccc(C)c(NC(=O)C(OC(=O)c2ccc(CO)cc2)c2ccccc2)c1 (stereo not drawn) | 16.6 | 1.5 | 1.4 | 0.7 | 2.1 | 13.1 | 13.5 | 24.8 |
| 18 | Cn1c(N2CCN(c3ccccn3)CC2)nc2c1c(=O)n(Cc1ccccc1Cl)c(=O)n2C | 7.2 | -3.6 | 27.4 | 7.5 | -1.0 | 2.4 | -20.9 | 0.1 |
| 19 | CC(=O)c1c(N2CCCCC2)nc(=O)n(-c2ccccc2)c1C | 23.9 | 0.2 | -10.3 | -3.9 | -2.8 | -6.4 | 10.7 | 2.0 |
| 20 | CCN1C(=O)N(S(=O)(=O)c2ccc(C)cc2)[C@@H](c2ccccc2)C(C(=O)OC)=C1C | -4.3 | -7.9 | 2.7 | -0.4 | 6.8 | 5.4 | 11.2 | -14.4 |
| 21 | CN(C)/C=C(\C(=O)c1ccccc1)c1nnnn1-c1ccccc1 | 5.5 | -0.5 | -7.8 | -6.2 | 0.9 | 4.9 | 17.1 | 4.4 |
| 22 | CCOc1ccc(OCC(=O)N2CCC3(CC2)CC(=O)c2ccccc2O3)cc1 | 13.1 | -1.1 | 1.4 | -1.2 | -1.4 | 84.4* | -47.3 | 4.5 |
| 23 | Cc1ccc(NC(=S)N(CCCN2CCCC2)Cc2cccn2Cc2ccc(Cl)cc2)cc1Cl | 16.1 | -2.8 | 6.0 | 1.4 | 25.0 | -12.0 | 9.6 | 60.8* |
| 24 | Cc1noc(C)c1CSc1nnc2sc3ccccc3n12 | 0.7 | -1.1 | -1.5 | -4.0 | 2.2 | -2.5 | 12.4 | 0.7 |
| 25 | COc1ccc(CNC(=O)CN(CC2CCCO2)C(=O)CNS(=O)(=O)c2ccc(C)cc2)cc1 (stereo not drawn) | 0.5 | 2.2 | -6.4 | -1.2 | -2.0 | -14.4 | 11.5 | 0.6 |
| 26 | CC(=O)C1C(c2ccc(F)cc2)c2c(noc2C)CC1(C)O (stereo not drawn) | 6.9 | -0.1 | 3.5 | 4.0 | -6.4 | -4.0 | -7.2 | -7.6 |
| 27 | CCc1ccc(CN2CCN(c3ncccn3)CC2)cc1 | 5.0 | 1.2 | 0.8 | 8.8 | -8.1 | -2.7 | 1.7 | -0.1 |
| 28 | CNCC(O)COc1ccccc1 (stereo not drawn) | -6.6 | -5.2 | 1.1 | 2.2 | -2.8 | -6.1 | -5.9 | -0.4 |
| 29 | C=C1CCN([C@@H](Cc2ccccc2)C(=O)NCCCc2ccccc2)S(=O)(=O)c2ccccc21 | 4.5 | 1.4 | 16.5 | 10.5 | -3.3 | 26.1 | 10.9 | 6.1 |
| 30 | O=C(O)/C=C/C(=O)N1N=C(c2ccco2)CC1c1ccco1 (stereo not drawn) | -3.0 | -5.2 | -3.2 | 6.8 | -7.8 | 1.2 | 6.0 | 7.8 |
| 31 | Cc1cc(NC(=O)c2cc3cccc([N+](=O)[O-])c3[nH]2)ccc1F | 7.5 | 2.4 | 6.5 | -4.8 | -5.5 | -1.0 | -8.1 | -72.8 |
| 32 | O=C1ON=C(c2ccccc2)/C1=C/c1ccc(O)cc1 | 39.3 | -2.3 | -0.2 | 46.3* | -17.9 | -34.1 | 8.0 | -12.0 |
| 33 | O=C(Nc1cc([N+](=O)[O-])ccc1Cl)c1ccc2c(c1)OCO2 | -3.5 | -1.8 | -3.0 | 4.6 | -1.1 | -6.2 | 4.2 | -9.6 |
| 34 | O=C(c1ccccc1)C1CCN(C(=O)Nc2ccccc2)CC1 | 14.5 | 1.2 | -2.7 | 5.2 | -8.9 | 10.3 | -5.1 | -10.4 |
| 35 | CN(Cc1c(C(=O)N/N=C/c2cccc(F)c2)nnn1-c1nonc1N)C1CCCCC1 | 2.5 | -5.0 | 4.1 | -1.1 | -7.8 | 7.8 | -13.2 | 9.8 |
| 36 | Cc1sc2ncnc(SCC(=O)NC(C)C(C)C)c2c1C (stereo not drawn) | 15.8 | -3.2 | -4.5 | 4.2 | -7.1 | -8.7 | 20.9 | -14.1 |
| 37 | CNC(=O)c1nnc(Cc2ccc(Cl)cc2)o1 | -2.9 | -2.3 | -6.6 | -1.5 | 0.8 | -0.7 | -7.0 | 4.2 |
| 38 | C/C(CC(=O)NCCc1ccccc1)=N\NC(=O)COc1ccc(Br)cc1 | 7.4 | 0.9 | -8.9 | -3.5 | 7.0 | 22.0 | -5.6 | -11.2 |
| 39 | COc1ccc(NC(=O)/C(C#N)=C\C=C\c2ccco2)cc1 | 29.6 | -2.8 | 11.8 | 8.9 | -15.5 | 13.4 | -16.2 | 2.0 |
| 40 | CCOC(=O)Cc1csc(NC(=O)COc2ccc3c(C)cc(=O)oc3c2)n1 | -2.2 | -1.9 | -9.2 | -8.0 | -0.7 | -2.8 | 0.3 | -6.0 |
| 41 | CNS(=O)(=O)c1cccc(C(=O)OCC(=O)N(CCC#N)c2ccccc2)c1 | 5.9 | -3.1 | -11.6 | 3.5 | 1.9 | -10.0 | -18.0 | 5.2 |
| 42 | CC(=O)C(Sc1nc(NC(C)(C)C)nc(N(C)C)n1)C(C)=O | 12.6 | 0.4 | -10.1 | 7.4 | 3.0 | 0.5 | 5.5 | 5.4 |
| 43 | Cc1ccc(CS(=O)Cc2ccc(C(=O)NC3CCCC(C)C3C)o2)cc1 (stereo not drawn) | 0.8 | -0.7 | -3.0 | -2.4 | -1.2 | 6.8 | 4.4 | 0.4 |
| 44 | O=C(Nc1ccc2[nH]ncc2c1)c1ccccc1Cl | -9.1 | -1.5 | 6.5 | -10.4 | -1.6 | 3.4 | -1.4 | -63.9 |
| 45 | CC(CNC(=O)c1ccccc1Cl)NC(=O)c1ccccc1Cl (stereo not drawn) | 13.0 | -0.4 | -14.9 | 7.4 | 0.0 | 1.1 | 22.0 | 5.0 |
| 46 | C/C(=N\Nc1ncc(Cl)cc1Cl)c1ccc(S(=O)(=O)NCc2ccco2)cc1 | 20.5 | -3.0 | -13.1 | -2.6 | 10.6 | 0.9 | -6.9 | -28.3 |
| 47 | CCOc1ccc(NC(=O)N(CCN(C)C)C(C)c2ccncc2)cc1 (stereo not drawn) | -1.0 | -0.1 | 8.3 | 2.9 | -4.6 | -5.1 | -3.9 | 15.4 |
| 48 | CC(=O)N1CCN(c2ccccc2NC(=O)c2cc(Br)ccc2Cl)CC1 | 9.3 | 0.2 | -3.0 | 4.0 | -1.0 | -1.9 | -1.6 | 8.9 |
| 49 | CC1CN(CCOc2ccc(Cl)cc2Cl)CC(C)O1 (stereo not drawn) | 1.6 | -0.7 | -11.2 | 3.8 | 4.2 | -7.5 | -4.3 | 9.4 |
| 50 | COC(c1ccccc1)c1nnc(CCC(=O)NCCc2ccc(Cl)cc2)o1 (stereo not drawn) | 9.1 | -0.7 | -4.8 | 9.7 | -0.8 | -3.2 | -6.7 | 2.7 |
| 51 | Cc1ccc(-c2nc3ccccc3o2)cc1NC(=O)c1ccc2c(c1)OCO2 | -30.5 | 1.1 | -3.7 | 3.9 | -19.0 | 4.4 | -1.4 | -71.5 |
| 52 | C#CCN1C(=O)C2C(C(=O)NC)C3C=CC2(O3)C1C(=O)NCc1ccc(OC)cc1 (stereo not drawn) | 3.3 | -4.2 | 9.6 | -5.6 | -0.4 | 6.2 | 1.7 | -15.0 |
| 53 | O=c1ncn(-c2cccc(Cl)c2)c2ccccc12 | -2.2 | 0.8 | -2.5 | 5.1 | 3.2 | -9.8 | 1.4 | -4.1 |
| 54 | CNC(=S)N(Cc1ccccc1)Cc1cccnc1 | -3.9 | -1.8 | -4.5 | 4.3 | 3.3 | -2.2 | 4.0 | 7.8 |
